# Assay outcomes deposited in PubChem by National Center for Advancing Translational Sciences (NCATS).
# AmpC inh detg: inhibitors of E. coli AmpC beta-lactamase with detergent; P00811; AmpC hydrolysis of nitrocefin, absorbance 480 nm, 0.01% Triton; Potency, µM (highest dose often 114 µM), without a hit: at the top dose activity change, negative = inhibition, hits mostly inhibitors; 370,000 tested, 0.041% active;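 note: potency is the fitted concentration of half-maximal effect; 0% = no-compound wells and -100% = no-enzyme wells; nearly all actives have a fitted effect of over 25% in size; some results filed as inactive show a strong effect at the top dose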
# Target sequence (P00811 whole entry, looked up): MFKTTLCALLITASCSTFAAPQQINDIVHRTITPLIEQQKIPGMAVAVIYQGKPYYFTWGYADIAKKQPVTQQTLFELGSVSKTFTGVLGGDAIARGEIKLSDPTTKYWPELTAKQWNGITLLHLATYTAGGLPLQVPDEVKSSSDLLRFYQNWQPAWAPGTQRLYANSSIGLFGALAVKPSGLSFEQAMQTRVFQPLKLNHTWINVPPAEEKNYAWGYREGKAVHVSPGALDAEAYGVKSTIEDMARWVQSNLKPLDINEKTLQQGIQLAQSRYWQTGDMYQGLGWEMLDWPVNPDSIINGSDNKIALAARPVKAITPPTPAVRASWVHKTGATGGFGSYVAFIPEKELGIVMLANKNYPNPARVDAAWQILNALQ
#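 AmpC (5.3 nM in the dispensed reagent) in 20 mM phosphate pH 7.0 with 0.01% (detergent screen) or 0.0001% Triton X-100 was preincubated with compounds for 15 min at room temperature. Nitrocefin was then added from an 800 uM solution, and hydrolysis was followed at 480 nm.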
# AmpC no deterg: AmpC beta-lactamase inhibition without detergent; Potency, µM (highest dose often 57.1 µM), inactives show at the highest dose activity change, negative = inhibition, actives largely listed as inhibitors; AmpC nitrocefin hydrolysis, absorbance 480 nm, 0.0001% Triton; 330,000 tested, 0.52% active;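 note: potency is the fitted concentration of half-maximal effect; plate controls were no compound for no effect and no enzyme for full effect; nearly all actives have a fitted effect of over 20% in size; some results filed as inactive show a strong effect at the top dose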
#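 AmpC (5.3 nM in the dispensed reagent) in 20 mM phosphate pH 7.0 with 0.01% (detergent screen) or 0.0001% Triton X-100 was preincubated with compounds for 15 min at room temperature. Nitrocefin was then added from an 800 uM solution, and hydrolysis was followed at 480 nm.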
# HCV inhibitor: HCV inhibition; Potency, µM (series often up to 41.8 µM), without a hit: at the top dose activity change, negative = inhibition, usual class: inhibitors; AID 651820; 340,000 tested, 3.4% active; Huh7.5.1 HCVcc-Cre infection, luciferase reporter, 44 h; note: potency is the fitted concentration of half-maximal effect
#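 Cells (1,000/well) were plated 4 h before compound, then infected with HCVcc-Cre virus (~0.5 moi). After 44 h further culture, infection was read as luciferase luminescence following a 15 min substrate incubation at room temperature.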
# HCMV inh: inhibitors of human cytomegalovirus; HFF cells, HCMV-luciferase reporter, 72 h; hits give low values; 410,000 tested, 4.5% active; activity change, negative = inhibition, % at 57.5 µM; AID 1259415; in the data active = activity change below about -60%; inconclusive = no clear call, values can overlap the other calls; inactive = above about -39%
#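 Two-dose cell screen: HFF monolayers treated with compounds and infected with luciferase-expressing HCMV at 1 PFU/cell, 72 h at 37C, then lysed for luciferase measurement.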
# Sm TGR inh: inhibitors of Schistosoma mansoni thioredoxin glutathione reductase. Q962Y6. purified TGR, DTNB reduction, TNB absorbance 405 nm. Potency, µM (doses to about 114 µM), without a hit: top-dose activity change, negative = inhibition, usual class: inhibitors. 360,000 tested, 3% active. AID 485364; note: potency is the fitted concentration of half-maximal effect; nearly all actives have a fitted effect of over 60% in size
#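 TGR 20 nM + NADPH 100 uM (dispensed conc.), cpd preinc 15 min RT; start with NADPH (500 uM addition) then DTNB (15 mM addition). Kinetic TNB absorbance, 405 nm filter. Four-parameter Hill fit across titration.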
# Giardia FBPA inh: Giardia lamblia aldolase inhibition | purified Giardia FBPA | Potency, µM (top dose mostly 59.6 µM), for inactives: top-dose activity, negative = inhibition, hits mostly inhibitors | AID 2451 | 290,000 tested, 0.71% active | A8B2U2; note: potency is the fitted concentration of half-maximal effect; nearly all actives have a fitted effect of over 55% in size
# Target sequence (A8B2U2 whole entry, looked up): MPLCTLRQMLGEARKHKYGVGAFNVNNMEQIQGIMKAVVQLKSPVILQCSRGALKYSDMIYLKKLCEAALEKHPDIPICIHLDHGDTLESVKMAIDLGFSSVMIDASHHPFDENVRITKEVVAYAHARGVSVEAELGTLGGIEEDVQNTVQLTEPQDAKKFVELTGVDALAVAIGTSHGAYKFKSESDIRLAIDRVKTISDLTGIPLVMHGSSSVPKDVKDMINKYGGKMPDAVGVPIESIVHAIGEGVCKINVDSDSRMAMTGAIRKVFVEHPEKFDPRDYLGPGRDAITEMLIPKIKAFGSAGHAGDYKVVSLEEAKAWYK
#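 40 nM FBPA preincubated 10 min at RT with compound (up to 57.5 uM final), then substrate plus GAPDH/TPI/NAD/arsenate coupling and diaphorase/resazurin added. Fluorescence read after 20 min at RT, 525/598 nm.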
# The depositor's hits bear a star; ? = inconclusive; / = no result given; & = joins results of further samples; [ ] = dose if it differs, or a comment. Unless noted, calls come from the whole dose curve; as a rule, active = well fitted curve in the direction sought with a large enough effect; inconclusive = small, poorly fitted or top-dose-only effect, or another doubt; inactive = no such curve, though single readings can be large; an effect the other way counts as inactive or inconclusive. Unless noted, % is set by controls: 0 for no effect and ±100 for the full control effect.
SMILES,AmpC inh detg,AmpC no deterg,HCV inhibitor,HCMV inh,Sm TGR inh,Giardia FBPA inh
S=C(NCc1ccncc1)Nc1ccc(Cl)c(Cl)c1,?,-52%,?,?,?,6%
Cc1nn(C)c(C)c1S(=O)(=O)N(CC(=O)Nc1nccs1)c1ccc(C(C)C)cc1,1%,-6%,-9%,-4,6%,1%
Cc1nc(CCN2C(=O)c3ccccc3C2=O)n[nH]1,3%,-14%,20%,-25,-8%,6%
O=C(N/N=C/c1ccco1)c1ccc(NC(=O)C2CCCCC2)cc1,-10%,-11%,-1%,?,-16%,/
O=c1[nH]c(N2CCCCCC2)nc2ncn(Cc3ccccc3)c12,-1%,-15%,-2%,-22,1%,10%
Cc1nccn1CCCNC(=O)c1nc(Cn2cc([N+](=O)[O-])cn2)no1,-12%,-7%,12%,-7,-1%,-14%
COC(=O)c1ccccc1S(=O)(=O)N1CCC(C(=O)OCC(=O)c2ccccc2OC)CC1,1%,24%,-4%,?,7%,/
CN(C)N1C(N)=C(C#N)C(c2ccc(Br)cc2)C2=C1CCCC2=O (stereo not drawn),-8%,-22%,-13%,-30,-11%,?
O=S(=O)(Cc1ccccc1)Nc1ccc(F)cc1,-4%,-12%,13%,-36,2%,-3%
COc1ccc(C(CNC(=O)c2ccc(NS(=O)(=O)c3ccc(F)cc3)cc2)N2CCOCC2)cc1 (stereo not drawn),3%,34%,-11%,-39,-2%,-14%
COCCN1Cc2cccc(C(=O)Nc3ccccc3OC)c2C1=O,-4%,0%,-3%,33,-8%,-5%
Cc1c(C(=O)N2CCCC2)sc(NC(=O)c2cccs2)c1C#N,-3%,-25%,5%,-5,-8%,9%

# A different layout for some results above:
canonical_smiles | AmpC inh detg | AmpC no deterg | HCV inhibitor | HCMV inh | Sm TGR inh | Giardia FBPA inh
O=c1[nH]c(N2CCCCCC2)nc2ncn(Cc3ccccc3)c12 | -1% | -15% | -2% | -22 | 1% | 10%
Cc1nccn1CCCNC(=O)c1nc(Cn2cc([N+](=O)[O-])cn2)no1 | -12% | -7% | 12% | -7 | -1% | -14%

# (list continues)
SMILES,AmpC inh detg,AmpC no deterg,HCV inhibitor,HCMV inh,Sm TGR inh,Giardia FBPA inh
CSCCC(C(=O)NCc1cccs1)N1C(=O)c2ccccc2C1=O (stereo not drawn),-6%,-16%,4%,11,3%,-4%
CCOc1ccc(NC(=O)c2ccccn2)cc1,3%,-18%,2%,?,8%,0%
COc1ccc(CCNC(=O)COC(=O)c2cncc(Br)c2)cc1OC,/,-21%,-11%,36,/,/
Cc1ccc2c(C(=O)CN3CCC4(CC3)OCCO4)c(C)[nH]c2c1,-1%,-1%,?,-10,-36%,7%
Cc1nn(-c2ccccc2)c(C)c1NC(=O)COC(=O)c1ccc(O)cc1O,-8%,-44%,-16%,15,-11%,/
COc1ccc(CNC(=O)CN(C(=O)c2csnn2)c2cccc(F)c2)cc1,?,-3%,20%,14,-4%,2%
COc1ccc(-n2nnc3c(=O)n(Cc4ccccc4C)cnc32)cc1,-6%,-16%,12%,-2,17%,4%
Cc1ccccc1NC(=O)CC1C(=O)NCCN1C(=O)c1cccc(Cl)c1 (stereo not drawn),0%&20%,-6%,34%[activator],-12&0,26%&4%,-5%
CCC(C(=O)N(C)Cc1ccccc1)n1nc(C)c2sc3ccccc3c2c1=O (stereo not drawn),-3%,/,/,-15,-6%,/
Cc1cccc(Cn2cc3c(=O)n(Cc4cccc(F)c4)nc-3c3ccccc32)c1,-8%,-39%,-23%,-24,0%,0%
COc1ccc(N2CCN(C(=O)CSc3nc4ccccc4c(=O)[nH]3)CC2)cc1,2%,-15%,-8%,27,-6%,-11%
COc1ccc(NC(=O)C2=C(C)Nc3ncnn3C2c2cccn2C)cc1 (stereo not drawn),3%,/,/,14,6%,/

# Some of these compounds in order of length of the SMILES, descending:
SMILES,AmpC inh detg,AmpC no deterg,HCV inhibitor,HCMV inh,Sm TGR inh,Giardia FBPA inh
COc1ccc(CNC(=O)CN(C(=O)c2csnn2)c2cccc(F)c2)cc1,?,-3%,20%,14,-4%,2%
Cc1ccccc1NC(=O)CC1C(=O)NCCN1C(=O)c1cccc(Cl)c1 (stereo not drawn),0%&20%,-6%,34%[activator],-12&0,26%&4%,-5%
Cc1ccc2c(C(=O)CN3CCC4(CC3)OCCO4)c(C)[nH]c2c1,-1%,-1%,?,-10,-36%,7%

# Further records.
SMILES,AmpC inh detg,AmpC no deterg,HCV inhibitor,HCMV inh,Sm TGR inh,Giardia FBPA inh
COc1ccccc1-c1nnc(SCC(=O)O)n1-c1ccccc1,-1%,-3%,-11%,2,/,2%
CC1CCCC(NC(=O)c2ccc(F)c(S(=O)(=O)N3CCOCC3)c2)C1C (stereo not drawn),-13%,?,-9%,-33,1%,/
O=[N+]([O-])c1cc(-c2n(-c3ccccn3)c3ccccc3[n+]2-c2ccccn2)ccc1Cl,-11%,-24%[11.4 µM],8%,-9,-24%,-4%
COc1cc(/C=C/C(=O)OCC(=O)N2CCCC2)ccc1OCC#N,-13%,-10%,3%,-22,2%,/
CCc1ccc(OCCNC(=O)c2ccco2)cc1,-14%,-9%,20%,31,0%,7%
NC(=O)NC1CCCc2c1[nH]c1ccc(Cl)cc21 (stereo not drawn),?,-8%,6.3µM*,-6,-1%,1%
Cc1ccc(NC(=O)CSc2nnc(C)c(=O)n2N)c(C)c1,7%,-11%,17%,3,0%,-1%
CCCCCCN1C2=NCCN2c2ccccc21,-6%,6%,?,-18,29%,-11%
Cn1c(=O)c2c(ncn2CC(=O)Nc2ccccc2N2CCOCC2)n(C)c1=O,-12%,-3%,5%,/,7%,0%
O=C(COC(=O)c1cccs1)NC1CCCCC1,?,-14%,4%,15,10%,-1%
Cc1c(C(=O)NC2CCN(Cc3ccccc3)C2)oc2ccc(Br)cc12 (stereo not drawn),-6%,39%,?,-18,8%,10%
CCc1nc(N)nc(N)c1-c1ccc(Cl)cc1,-10%,-45%,?,-99*,2%,-1%

# 7 entries picked at random from the list so far, as already listed:
SMILES,AmpC inh detg,AmpC no deterg,HCV inhibitor,HCMV inh,Sm TGR inh,Giardia FBPA inh
COC(=O)c1ccccc1S(=O)(=O)N1CCC(C(=O)OCC(=O)c2ccccc2OC)CC1,1%,24%,-4%,?,7%,/
O=C(COC(=O)c1cccs1)NC1CCCCC1,?,-14%,4%,15,10%,-1%
COc1ccc(N2CCN(C(=O)CSc3nc4ccccc4c(=O)[nH]3)CC2)cc1,2%,-15%,-8%,27,-6%,-11%
CCOc1ccc(NC(=O)c2ccccn2)cc1,3%,-18%,2%,?,8%,0%
COc1ccccc1-c1nnc(SCC(=O)O)n1-c1ccccc1,-1%,-3%,-11%,2,/,2%
CCc1nc(N)nc(N)c1-c1ccc(Cl)cc1,-10%,-45%,?,-99*,2%,-1%
O=[N+]([O-])c1cc(-c2n(-c3ccccn3)c3ccccc3[n+]2-c2ccccn2)ccc1Cl,-11%,-24%[11.4 µM],8%,-9,-24%,-4%

# The list continues:
SMILES,AmpC inh detg,AmpC no deterg,HCV inhibitor,HCMV inh,Sm TGR inh,Giardia FBPA inh
CCCCn1c(C2CC(=O)N(c3ccc(OCC)cc3)C2)nc2ccccc21 (stereo not drawn),12%,/,/,-10,0%,/
Cc1nc2sccn2c(=O)c1S(=O)(=O)Nc1ccc(N2CCN(C)CC2)cc1,-10%&20%,-37%,16%,-2&5,0%&4%,5%
CN(C)S(=O)(=O)c1ccc(C(=O)OCC(=O)c2ccc(OC(F)F)cc2OC(F)F)cc1,-14%,-16%,7%,-16,8%,0%
Cc1ccc(SCCCn2cncn2)cc1,-3%,-10%,-7%,14,-7%,-22%
CC(=O)c1cccc(NC(=O)c2ccc(S(=O)(=O)N3CCCCC3)cc2)c1,?,-23%,?,?,13%,0%
Cn1c(=O)n(C)c2cc(N3CCCC3)c(NC(=O)Nc3ccccc3)cc21,-12%,/,/,-21,0%,/
N#Cc1c(N)nc2c(c1N)CC(CO)O2 (stereo not drawn),1%,-12%,16%,-14,7%,1%
COC(=O)c1cc2c(s1)c1cnn(Cc3ccccc3F)c(=O)c1n2C,1%,-23%,/,/,2%,/
C[C@]12C=CC(=O)C=C1CCC1C2CC[C@@]2(C)C1CCC21OCCO1 (stereo partly drawn),/,0%,-28%,?,/,/
C=CC[n+]1c(-c2ccc(OCC)cc2)csc1NNC(=O)Nc1ccccc1,-2%,-21%,7.1µM*,-88*,-21%,0%
CCOC(=O)c1ccc(N2C(=O)c3n[nH]c(C)c3C2c2ccc(OC)cc2OC)cc1 (stereo not drawn),-2%,29%,4%&-13%,22,-7%,6%
O/N=C1/CCCCc2sccc21,-13%,-13%,14%,-13,11%[11.4 µM],-6%
Cn1cc(CCNC(=O)CC2C(=O)NCCN2Cc2cccc(Oc3ccccc3)c2)cn1 (stereo not drawn),-1%,106%[activator],?,-38,?,-17%
CN(CCOc1ccc(Cl)cc1)C(=O)CNS(=O)(=O)c1ccc(N(C)C)c([N+](=O)[O-])c1,-1%,51%,?,-18,6%,/
O=C(Cn1nc(-c2ccco2)ccc1=O)Nc1cc(C(F)(F)F)ccc1Cl,2%,-12%,-25%,-35,50µM*,/
Cc1cc(C(=O)CN2CCN(CC(=O)Nc3ccc(F)cc3)CC2)c(C)n1C1CC1,-4%,50%,-5%,-8,?,/
CCOc1ccc(S(=O)(=O)n2ccc(C)n2)c2ccccc12,0%,9%,-4%,-27,2%,3%
CC(=O)N(C(C)=O)c1c(C#N)c(C)n(-c2ccccc2)c1C(=O)c1ccccc1,-7%,25%,4%,2,4%,3%
Cc1ccc(N2CCN(S(=O)(=O)c3c(C)[nH]c(=O)[nH]c3=O)CC2C)cc1 (stereo not drawn),1%,/,/,-3,7%,/
C=CCc1cc(Cl)ccc1OCCn1ccnc1,6%,64%[activator],?,-12,-1%,?
CC(C)(C)c1ccc(S(=O)(=O)NCCOCC(F)(F)C(F)F)cc1,-18%,1%,-15%,-22,4%,-4%
CCc1ccccc1NC(=O)CCNS(=O)(=O)c1ccc2c(c1)CCCC(=O)N2,26%,/,/,-5,4%,/
CN(C(=O)c1ccccc1Br)C1CCS(=O)(=O)C1 (stereo not drawn),-7%,-12%,17%,-25,4%,/
CN(C)/C=C/C(=C\C(=O)C(F)(F)F)Nc1ccc(C(F)(F)F)cc1,-1%,-21%,?,22,-6%,1%
COc1ccccc1CNC(=O)c1ccc2nc(N3CCOCC3)sc2c1,-3%,33%,?,-27,10%,11%
O=C(O)CCC(=O)NC(c1ccccc1)c1ccccc1,-7%,-6%,18%,-17,/,-7%
CCOC(=O)N1CCC(=NNC(=O)c2cc3ccccc3cc2O)CC1,?,-44%,1%,64,-1%,-19%
O=C(NC1CCN(S(=O)(=O)c2cccc(F)c2)CC1)c1ccc(F)cc1,-13%,-7%,9%,-30,6%,-1%
COc1ccc(CN(CC2CCCO2)C(=O)CN2C(=O)C(C)Oc3ccc(C)cc32)cc1OC (stereo not drawn),1%,144%[activator],-9%,16,-7%,6%
Cc1ccc(S(=O)(=O)N2CCCCC2)cc1NC(=O)CSCC(=O)O,-8%,-22%,6%,-19,8%,17%
